ER stress surv = ER stress cell death inhibition | hit rate 0.33% among 48,000 | relative survival (cellular ATP), % at 15 µg/mL (by protocol) | CSM14.1 thapsigargin ER stress survival, ATP luminescence;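 active = survival measured by cellular ATP above 50% at 15 µg/ml in the first screen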;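 also: cell death triggered by about 15 µM thapsigargin; ATP read 24 h after thapsigargin was added; plate controls were thapsigargin with DMSO for no effect and DMSO without thapsigargin for full effect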
The depositor's hits bear a star.

O=C(/C=C/c1ccc(Cl)cc1)Nc1ccc(-c2nc3ccccc3o2)c(O)c1 was read as ER stress surv 9.0.
`CC(=O)c1cccc(NC(=O)c2cc(Cl)ccc2Cl)c1` gave ER stress surv 0.5.
COC(=O)c1cc(NC(=O)c2ccc(OC)c(Br)c2)cc(C(=O)OC)c1 was read as ER stress surv 13.0.
For O=C(NCCNc1ccc([N+](=O)[O-])cc1)c1ccc(Cl)cc1 the results were ER stress surv 4.2.
For Cc1ccc(OCC(=O)O/N=C(\N)c2ccncc2)c(Br)c1 the results were ER stress surv -1.2.
CC1(C)C(C=C(Cl)Cl)C1C(=O)Nc1ccc(C(=O)O)cc1 (stereo not drawn) was read as ER stress surv 5.1.
`CC1=C(C(=O)Nc2cc(Cl)ccc2C)C(c2ccc(F)cc2)NC(=O)N1` (stereo not drawn) gave ER stress surv -0.3.
For CCc1ccc(S(=O)(=O)Nc2ccc(C)cn2)cc1 the results were ER stress surv 9.0.
`CCOC(=O)C1=C(O)/C(=C/c2ccc(OC)cc2)SC1=Nc1cccc2ccccc12` gave ER stress surv 7.2.
`COc1cc([N+](=O)[O-])ccc1NC(=O)CC(C)=O` gave ER stress surv -2.3.
`Cc1ccc(N2C(=O)/C(=C/c3sccc3C)SC2=S)cc1` gave ER stress surv 9.2.
`Cc1ccc(C(=O)O/N=C(\N)c2ccc(Br)cc2)cc1` gave ER stress surv 11.0.
C=CCn1c(NC(=O)c2ccc(C)cc2)nc2ccccc21 was read as ER stress surv 6.2.
C=CCNC(=O)C(=O)NCc1cccnc1 was read as ER stress surv -11.5.
Screening COc1ccc(Cl)cc1C(=O)Nc1ccc(Br)cc1 returned ER stress surv 2.5.
Screening CC(CC(=O)Nc1ccc(Br)cc1)c1ccccc1 (stereo not drawn) returned ER stress surv 7.7.
Screening CCc1nc2c(C)cc(C)cc2c(N)c1C returned ER stress surv -11.4.
O=C(Nc1ccc(N2CCOCC2)cc1)C1(S(=O)(=O)c2ccccc2)CC1 was read as ER stress surv -1.5.
`O=C(Nc1ccc(Cc2ccncc2)cc1)C(c1ccccc1)c1ccccc1` gave ER stress surv 43.5.
For O=S(=O)(c1cc(Cl)ccc1Cl)n1cnc2ccccc21 the results were ER stress surv 2.8.

Continued, starting with the last 2 of the part before.
`O=C(Nc1ccc(Cc2ccncc2)cc1)C(c1ccccc1)c1ccccc1` gave ER stress surv 43.5.
For O=S(=O)(c1cc(Cl)ccc1Cl)n1cnc2ccccc21 the results were ER stress surv 2.8.
Screening CCOC(=O)CSCCOc1ccc(/C=C2/C(=O)NC(=O)N(c3cccc(C)c3)C2=O)cc1OC returned ER stress surv -5.4.
`COc1cccc(-n2sc3c(c2=S)-c2cc(C)ccc2NC3(C)C)c1` gave ER stress surv -4.6.
For O=C(CSCC(=O)Nc1ccc2ccccc2c1)Nc1cccc([N+](=O)[O-])c1 the results were ER stress surv 2.6.
For O=[N+]([O-])c1ccc(Oc2ccccc2Br)cc1 the results were ER stress surv 14.8.
Screening COc1ccccc1OCCSc1nc2ccc(Br)cc2[nH]1 returned ER stress surv 4.6.
For CC(C)(C)NC(=O)C1(C)CC2c3ccccc3C1c1ccccc12 (stereo not drawn) the results were ER stress surv 4.4.
`COc1ccc(C2C(C(C)=O)=C(O)C(=O)N2CCN(C)C)cc1OC` (stereo not drawn) gave ER stress surv 2.0.
Cc1onc(-c2ccccc2)c1C(=O)Nc1ccc2c(c1)OCO2 was read as ER stress surv 7.8.
`O=C1C2C(c3ccc(Cl)cc3)OC3(C(=O)c4ccccc4C3=O)C2C(=O)N1c1cccc(F)c1` (stereo not drawn) gave ER stress surv 2.5.
FC(F)(F)c1cc(/C=C/c2ccccc2)no1 was read as ER stress surv 4.3.
`C=CCNc1nc(-c2ccccc2)cs1` gave ER stress surv 4.8.
`COc1ccc(/C(C)=N/OCC(=O)Nc2cccc(C(F)(F)F)c2)cc1OC` gave ER stress surv 15.1.
O=C(O)/C(=N\O)c1cn2ccccc2n1 was read as ER stress surv 6.3.
`CN(C)c1ccc(-n2nc3ccc4ccccc4c3n2)cc1` gave ER stress surv 1.9.
Screening Cc1ccc(NC(=O)c2cc3cc([N+](=O)[O-])ccc3oc2=O)c(C)c1 returned ER stress surv -2.6.
Screening CN1c2ccccc2N(C)C1c1ccc(Br)o1 returned ER stress surv 0.4.
COc1ccccc1-c1coc2cc(OC(=O)c3c(Cl)ccc(Cl)c3OC)ccc2c1=O was read as ER stress surv 3.7.
Screening COc1ccc(N(CC(=O)Nc2ccc(C(C)C)cc2)S(=O)(=O)c2ccc(C)cc2)c(OC)c1 returned ER stress surv 16.1.
Screening CC(C)CCNC(=O)C(=O)NCc1ccc(Cl)cc1 returned ER stress surv 9.9.
`COc1ccccc1OCCOc1cccc(/C=C2/SC(=S)N(C)C2=O)c1` gave ER stress surv 4.6.
For CN(C)c1ccc(/C=C2\SC(=O)N(c3ccc(Cl)cc3)C2=O)cc1 the results were ER stress surv 1.7.
Screening CCOc1ccc(C(=O)COC(=O)c2ccccc2[N+](=O)[O-])cc1 returned ER stress surv 1.1.
`CCCn1c(NC(=O)c2ccc(Cl)cc2)nc2ccccc21` gave ER stress surv 0.9.
For CN(C)c1cccc(C(=O)N2CCc3ccccc3C2)c1 the results were ER stress surv -4.6.
Screening COc1ccc(S(=O)(=O)N2CCOCC2)cc1Br returned ER stress surv -1.0.
For COc1ccc(OC)c(CN2CCN(Cc3ccco3)CC2)c1 the results were ER stress surv 2.9.
For COc1ccc(C2c3cc(OC)c(OC)cc3CC(=O)N2c2ccc(OC)cc2)cc1 (stereo not drawn) the results were ER stress surv 9.6.
Screening O=C(c1ccc2c(c1)OCCO2)C1CCCCC1 returned ER stress surv 7.6.
For C(#CC12CC3CC(CC(C3)C1)C2)CN1CCOCC1 the results were ER stress surv 7.3.
O=S(=O)(Nc1cc(Br)c(O)c2ccccc12)c1cc(Cl)ccc1Cl was read as ER stress surv -26.6.
For FC(F)(F)c1ccccc1C=NN1CCN(c2ccc(Cl)cc2)CC1 the results were ER stress surv -2.5.
`Cc1ccccc1OCC(=O)NNC(=O)C(F)(F)F` gave ER stress surv 1.3.
Screening COc1ccc(OC)c(N(CC(=O)N2CCCC2)S(C)(=O)=O)c1 returned ER stress surv 1.1.
For CCCOc1c(I)cc(I)cc1/C=C(/C#N)c1nc2ccc(C)cc2[nH]1 the results were ER stress surv 10.4.
`O=C1NC(=Nc2ccc(Br)cc2)S/C1=C\c1ccc(O)cc1` gave ER stress surv 7.9.
Cc1ccc(C(=O)COc2ccc3c(C)cc(=O)oc3c2)cc1 was read as ER stress surv 4.9.
Screening COC(=O)c1ccc(/C=C2\SC(N3CCOCC3)=NC2=O)cc1 returned ER stress surv 11.3.
O=C(Nc1ccc(F)cc1)N1CCc2ccccc2C1 was read as ER stress surv 1.1.
Screening N#C/C(=C\Nc1ccc(Cl)cc1)C(N)=O returned ER stress surv 18.2.
O=c1c(/C=N/Nc2nc3ccccc3s2)c(C(F)(F)F)[nH]n1-c1nc2ccccc2s1 was read as ER stress surv -5.4.

For convenience, part of the list above.
O=C(/C=C/c1ccc(Cl)cc1)Nc1ccc(-c2nc3ccccc3o2)c(O)c1 was read as ER stress surv 9.0.
`CC(=O)c1cccc(NC(=O)c2cc(Cl)ccc2Cl)c1` gave ER stress surv 0.5.
COC(=O)c1cc(NC(=O)c2ccc(OC)c(Br)c2)cc(C(=O)OC)c1 was read as ER stress surv 13.0.
For O=C(NCCNc1ccc([N+](=O)[O-])cc1)c1ccc(Cl)cc1 the results were ER stress surv 4.2.
For Cc1ccc(OCC(=O)O/N=C(\N)c2ccncc2)c(Br)c1 the results were ER stress surv -1.2.
CC1(C)C(C=C(Cl)Cl)C1C(=O)Nc1ccc(C(=O)O)cc1 (stereo not drawn) was read as ER stress surv 5.1.
`CC1=C(C(=O)Nc2cc(Cl)ccc2C)C(c2ccc(F)cc2)NC(=O)N1` (stereo not drawn) gave ER stress surv -0.3.
For CCc1ccc(S(=O)(=O)Nc2ccc(C)cn2)cc1 the results were ER stress surv 9.0.
`CCOC(=O)C1=C(O)/C(=C/c2ccc(OC)cc2)SC1=Nc1cccc2ccccc12` gave ER stress surv 7.2.
`COc1cc([N+](=O)[O-])ccc1NC(=O)CC(C)=O` gave ER stress surv -2.3.
`Cc1ccc(N2C(=O)/C(=C/c3sccc3C)SC2=S)cc1` gave ER stress surv 9.2.
`Cc1ccc(C(=O)O/N=C(\N)c2ccc(Br)cc2)cc1` gave ER stress surv 11.0.
C=CCn1c(NC(=O)c2ccc(C)cc2)nc2ccccc21 was read as ER stress surv 6.2.
C=CCNC(=O)C(=O)NCc1cccnc1 was read as ER stress surv -11.5.
Screening COc1ccc(Cl)cc1C(=O)Nc1ccc(Br)cc1 returned ER stress surv 2.5.
Screening CC(CC(=O)Nc1ccc(Br)cc1)c1ccccc1 (stereo not drawn) returned ER stress surv 7.7.
Screening CCc1nc2c(C)cc(C)cc2c(N)c1C returned ER stress surv -11.4.
O=C(Nc1ccc(N2CCOCC2)cc1)C1(S(=O)(=O)c2ccccc2)CC1 was read as ER stress surv -1.5.

Next section
For O=C1CCCc2c1[nH]c1ccc(Cl)cc21 the results were ER stress surv -0.9.
COc1cc(/C=C2/C(=O)NN(c3ccc(C)cc3)C2=O)c([N+](=O)[O-])cc1OC was read as ER stress surv -4.3.
For C=CCNCc1cccn1-c1sc2c(c1C#N)CCCC2 the results were ER stress surv -7.1.
O=C(O)CCCCCN1C(=O)C(=O)/C(=C(/O)c2ccc(Cl)cc2)C1c1ccc2c(c1)OCO2 (stereo not drawn) was read as ER stress surv 6.8.
Screening O=c1oc2ccccc2cc1-c1csc(N/N=C/c2ccco2)n1 returned ER stress surv 0.6.
`CC(C)N(C(=O)Cn1c(CCCO)nc2ccccc21)c1ccccc1` gave ER stress surv 0.9.
For COc1ccccc1NC(=O)c1c(Cl)cccc1Cl the results were ER stress surv 1.8.
For O=C(c1cnn2c1NC(c1ccco1)CC2C(F)(F)F)N1CCN(Cc2ccccc2)CC1 (stereo not drawn) the results were ER stress surv 38.9.
Screening CC(C)CC(=O)NS(=O)(=O)c1ccc(NC(=O)c2ccccc2)cc1 returned ER stress surv 6.5.
Screening CCOC(=O)c1sc(NC(=O)Nc2cccc(Cl)c2)c(C(N)=O)c1C returned ER stress surv 1.6.
Screening O=S(=O)(Cc1ccccc1)NCCOc1ccccc1Cl returned ER stress surv 5.9.
For O=C(Nc1ccc(NC(=O)c2cc([N+](=O)[O-])ccc2Cl)cc1)c1ccc(Br)cc1 the results were ER stress surv 9.2.
`Cc1ccc(CN2CCN(N=Cc3cccc([N+](=O)[O-])c3)CC2)c(C)c1` gave ER stress surv 4.9.
`CC1=C(C(=O)OCCc2ccccc2)C(c2cccc([N+](=O)[O-])c2)NC(=O)N1` (stereo not drawn) gave ER stress surv 7.4.
Screening O=C(CCN1C(=O)/C(=C\c2cccs2)SC1=S)Nc1ccccc1C(=O)O returned ER stress surv 1.8.
`O=C1C=C(c2ccccc2)CC(c2cccs2)C1n1cnc([N+](=O)[O-])c1` (stereo not drawn) gave ER stress surv 3.3.
`Cc1ccc(NC(=O)N2CCOCC2)cc1` gave ER stress surv 0.5.
For COc1ccc(C/C(N)=N/OC(=O)COc2ccc(Br)c(C)c2)cc1 the results were ER stress surv -0.9.
Screening N#Cc1c(NC(=O)/C=C/c2ccccc2)sc2c1CCCC2 returned ER stress surv 3.7.
Screening Cc1ccnc(Nc2nc(-c3cccnc3)cs2)c1 returned ER stress surv 0.3.
Screening CC(C)NC(=O)c1cnn2c(C(F)(F)F)cc(-c3ccc(F)cc3)nc12 returned ER stress surv 7.5.
For Cc1ccc(OCC(=O)Nc2ccc3c(c2)OCO3)c(Br)c1 the results were ER stress surv -4.0.
Screening Oc1[nH]c2ccccc2c1C1=NCCC1 returned ER stress surv 10.8.
For CC(C)Oc1ccc(C2CC(=O)N(C)C2=O)cc1 (stereo not drawn) the results were ER stress surv -0.5.
For Cc1ccc(S(=O)(=O)NCCNS(C)(=O)=O)cc1[N+](=O)[O-] the results were ER stress surv 3.3.
`CCc1ccccc1OCCN(CC)CC` gave ER stress surv 2.3.
O=C(Nc1cccnc1)c1cccc(Br)c1 was read as ER stress surv 6.2.
`CCOc1ccc(/C=C2\C(=O)NC(=O)N(c3ccc(CC)cc3)C2=O)cc1OC` gave ER stress surv -1.5.
Screening O=C(c1cccc(Br)c1)N1N=C(c2ccccc2)CC1(O)C(F)(F)F (stereo not drawn) returned ER stress surv 9.0.
`C/C(=C\C(=O)c1ccncc1)Nc1ccccc1O` gave ER stress surv -6.1.
Cc1ccccc1NC(=O)C1C(c2cccs2)C(C#N)=C(SCC(=O)Nc2ccc(Br)cc2)NC1(C)O (stereo not drawn) was read as ER stress surv 5.9.
Cc1cccc(/C=N/N2CCN(c3ccccc3)CC2)c1 was read as ER stress surv -16.4.
For COc1ccc(C=C2C(=O)c3ccccc3C2=O)c(O)c1 the results were ER stress surv 5.6.
For O=C(NCc1ccccc1Cl)c1ccccc1I the results were ER stress surv -1.0.
Cc1nc2ccccc2n1C(=O)N(C)C was read as ER stress surv 4.2.
For CC1=C(C(=O)Nc2ccc(C)cc2)C(c2ccc(C)cc2)NC(=O)N1 (stereo not drawn) the results were ER stress surv 8.9.
Cc1cc(C)n(S(=O)(=O)c2ccc(I)cc2C)n1 was read as ER stress surv 10.3.
For O=C(O)c1ccc(-n2c(=O)c3ccccc3c3ccccc3c2=O)cc1 the results were ER stress surv 8.3.
`CCCCSc1nnc2c(n1)OC(/C=C/c1ccccc1)Nc1ccccc1-2` (stereo not drawn) gave ER stress surv 8.6.
`CC(C)C1S/C(=N/N=C/c2ccc(O)cc2)NC1=O` (stereo not drawn) gave ER stress surv 3.8.
For CN(C)/C=C1\N=C(C(c2ccccc2)c2ccccc2)OC1=O the results were ER stress surv 1.4.
`O=C1CS/C(=N\N=C\c2ccc([N+](=O)[O-])cc2)N1c1ccc(O)cc1` gave ER stress surv 6.5.
For COc1ccc(N(CC(=O)Nc2ccc3ccccc3c2)S(=O)(=O)c2ccccc2)cc1Cl the results were ER stress surv 9.6.
`CCOC(=O)C1=C(C)N=c2s/c(=C\c3ccc(NC(C)=O)cc3)c(=O)n2C1c1ccc(OC)cc1` (stereo not drawn) gave ER stress surv 12.6.
O=C(NCCOC(=O)c1ccc2c(c1)OCO2)c1cccnc1 was read as ER stress surv 3.6.
`CCN1C(=O)/C(=C/c2cccc(OC)c2OC)C(=O)NC1=S` gave ER stress surv 5.2.
C/C(=C\C(=O)c1ccccc1)Nc1ccc(Br)c(Cl)c1 was read as ER stress surv 7.1.

High-throughput results from PubChem.

Some of the compounds tested; count on the stated rates, not on these rows.
